NR2E3 ag-1 – NR2E3 (human) agonism | Q9Y5X4 | inhibition of corepressor binding, % at 4.78 µM | GST-NR2E3/biotin-RetCOR TR-FRET, 1536-well | AID 2300 | hit rate 0.12% among 320,000;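 active = percent inhibition above the cutoff of mean plus 3 SD of all tested compounds, set per screening campaign, cut at about 20% in these data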;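 note: 0% = DMSO wells and 100% = biotin wells as full block of FRET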
Target sequence (Q9Y5X4 whole entry, looked up): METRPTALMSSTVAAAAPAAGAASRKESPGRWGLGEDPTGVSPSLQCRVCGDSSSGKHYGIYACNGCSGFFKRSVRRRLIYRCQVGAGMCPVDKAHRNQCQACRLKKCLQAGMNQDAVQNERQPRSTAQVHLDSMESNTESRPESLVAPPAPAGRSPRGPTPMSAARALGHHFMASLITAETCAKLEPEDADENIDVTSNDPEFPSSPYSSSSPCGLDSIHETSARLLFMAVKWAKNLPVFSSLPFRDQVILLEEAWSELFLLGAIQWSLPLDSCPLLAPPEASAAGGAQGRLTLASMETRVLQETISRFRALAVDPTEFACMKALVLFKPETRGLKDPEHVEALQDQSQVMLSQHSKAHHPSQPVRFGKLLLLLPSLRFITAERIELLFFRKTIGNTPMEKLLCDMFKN
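system = GST-tagged NR2E3 plus biotinylated RetCOR corepressor | input = 1.35 nM GST-NR2E3 | also added = 7 nM biotin-RetCOR | schedule = 5 h incubation at 4 °C | measured by = TR-FRET with europium anti-GST and streptavidin-D2, 340 nm excitation | read-out = percent loss of FRET ratio relative to control wells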
Peg3 prom inh – reduces Peg3 promoter-driven luciferase expression in HeLa | hit rate 1.7% among 360,000 | HeLa PEG-Prom luciferase reporter, luminescence, overnight | inhibition, % at 20 µM;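 active = inhibition of at least 50% at 20 µM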
NR2E3 ag-2 – agonists of human NR2E3 nuclear receptor; Q9Y5X4; CHO-S Gal4-NCOR/VP16-NR2E3 two-hybrid, luciferase; inhibition of corepressor binding, % at 3.98 µM; hit rate 0.35% among 360,000; AID 602229;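 active = inhibition above the mean of all tested compounds plus 3 SD, cut at about 70% in these data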;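 note: 0% = DMSO with NR2E3 transfected cells and 100% = cells lacking NR2E3 construct; higher means lower luciferase signal from less NR2E3 corepressor binding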
CF NFkB block – blocks PAF-induced NF-kB reporter in cystic fibrosis cells | KKLEB NF-kB-GFP reporter, GFP fluorescence overnight | hit rate 0.86% among 360,000 | inhibition, % at 5 µM;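 active = at least 50% inhibition at 5 µM, scaled per plate between neutral and stimulator controls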;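 note: PAF is a Pseudomonas aeruginosa culture filtrate used as stimulus; plate controls were PAF-stimulated DMSO wells for no effect and unstimulated DMSO wells for full effect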
KKLEB cytotox – reduces viability of KKLEB cystic fibrosis airway cells | KKLEB CF airway cells viability, ATPlite luminescence, overnight; stronger effect = lower value; cells stimulated with P. aeruginosa culture filtrate | activity change (cytotoxicity), % at 5 µM | hit rate 0.36% among 360,000 | AID 602141;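 active = corrected activity change at or below -50% at 5 µM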
TRPM1 prom inh – reduces MITF-dependent TRPM1 promoter luciferase signal | SK-MEL-5 TRPM1 promoter luciferase, 24 h | inhibition, % at 12.5 µM | hit rate 0.83% among 330,000;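 active = mean inhibition across replicates of 60% or more, whatever share of single replicates reaches that level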; note: values of inactives mirror those of a sister screen read the other way
TROY signal inh – TROY signaling inhibition. Q293 LMP1-TROYcd NF-kB luciferase reporter, 4 h. inhibition, % at 10 µM. hit rate 0.98% among 360,000;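 active = compounds whose plate-normalised and pattern-corrected inhibition of the luciferase reporter signal at the single screening dose is 50% or more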
TRAIL sens C8 – sensitizes caspase-8 expressing cells to TRAIL; AID 624354; hit rate 1% among 360,000; NB7+C8 cells + TRAIL, ATPlite viability luminescence; inhibition (viability loss, TRAIL sensitization), % at 10 µM;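 active = compounds causing at least 50% loss of cell viability in the single-dose screen, relative to plate controls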
HIF-2a inh – HIF-2a inhibition. hit rate 0.72% among 360,000. inhibition, % at 18.8 µM. 786-0 RCC cells HIF-2a reporter, luciferase luminescence, overnight. AID 624352;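 active = inhibition of the luminescence signal of 40% or more relative to plate controls, in a single-dose primary screen at 18.75 µM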
Shn3 3UTR inh – reduces Shn3 3'UTR luciferase signal in osteoblasts | inhibition, % at 12.5 µM | Clone20 osteoblast Shn3 3'UTR firefly luciferase, 24 h | hit rate 0.52% among 360,000 | AID 588674;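 active = mean inhibition of at least 75% with every replicate also reaching 75%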;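 note: 0% = median of neutral control wells and 100% = pilot-screen positive control compound; some compounds past the cut are filed as inactive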
TWEAK Fn14 block – inhibitors of TWEAK-Fn14 interaction signaling; inhibition, % at 10 µM; hit rate 2% among 360,000; TWEAK-stimulated Fn14 reporter cells, luciferase luminescence, 8 h; in the data active = inhibition above about 50%
Numbers without * were called inactive; / = no result given. A portion of the library. The share of hits here may be higher or lower than overall.

SMILES	NR2E3 ag-1	Peg3 prom inh	NR2E3 ag-2	CF NFkB block	KKLEB cytotox	TRPM1 prom inh	TROY signal inh	TRAIL sens C8	HIF-2a inh	Shn3 3UTR inh	TWEAK Fn14 block
CN(C)c1ccc(NC(=O)CN2CCC(C(=O)c3ccc(F)cc3)CC2)cc1	-8	2	-11	-1	-3	4	-6	-2	1	17	-12
CC(=O)C1=C(c2ccccc2)NC(=O)NC1c1ccccc1 (stereo not drawn)	4	10	-3	8	-4	1	6	2	7	-6	-9
Cc1cccc(C)c1-n1nnnc1C(c1ccnc2ccccc12)N1CCN(c2ccccc2F)CC1 (stereo not drawn)	/	/	9	/	/	/	4	0	14	/	12
O=C(COC(=O)C1(c2ccc(Cl)cc2)CCCC1)NCc1ccco1	3	22	-11	10	5	14	-16	4	16	7	-17
Fc1ccc2c(c1)/C(=N/Nc1ccccn1)CCS2	4	-7	-84	-15	3	2	-51	-9	-33	-29	-10
CN(C)CCNC(=O)C(=O)NCC(c1ccc2c(c1)OCO2)N1CCN(c2ccc(F)cc2)CC1 (stereo not drawn)	0	-10	-20	2	-4	-1	5	-5	14	-7	-16
Cc1cc(NC(=O)c2cc(F)c(F)cc2Cl)no1	-3	-35	-15	4	-22	-5	5	-3	-8	-6	14
Cc1cccc2sc(N(CCCN(C)C)C(=O)COc3ccc(Cl)cc3)nc12	-1	-72	-4	20	-15	1	-26	1	-21	-6	-31
CCc1cccc(CC)c1NC(=O)c1cccc(NC(=O)c2ccccc2)c1	-2	2	-21	8	6	1	-1	-15	0	14	11
C=CCNC(=S)NNC(=O)c1csc(C)c1C	3	-24	15	-3	-2	4	-1	-2	0	-17	1
CC1CC(C)(C)CC2(C1)NC(=O)N(CC(=O)N1CCN(Cc3ccc(C#N)cc3)CC1)C2=O (stereo not drawn)	/	-11	2	-10	3	22	0	19	10	86*	20
CCOC(=O)CCC(NC(=O)CCCCC(=O)NC(CCC(=O)OCC)C(=O)OCC)C(=O)OCC (stereo not drawn)	0	-8	9	-3	4	12	-15	1	14	6	7
O=Cc1cccc(OC(=O)/C=C/c2ccco2)c1	0	-249	-31	0	8	-22	-21	8	-52	-92	-27
O=C(COC(=O)/C=C/c1cnc2ccccc2n1)NCC(F)(F)F	2	-3	-26	15	6	-2	-6	9	-13	-16	9
Cc1cc(C)nc(SCc2nnc(SCC(N)=O)n2Cc2ccco2)n1	4	22	3	7	-32	7	-4	-1	6	10	-5
CCOC(=O)COc1cc2oc(=O)cc(C)c2cc1[N+](=O)[O-]	-5	0	6	-11	-2	9	-15	-6	11	/	-12
O=C(COC(=O)c1cc(-c2cccc3ccccc23)nc2ccccc12)NC1CCS(=O)(=O)C1 (stereo not drawn)	5	11	3	-25	6	8	2	12	15	-29	-10
Cc1nn(CCCC(=O)NCCc2ccc(Cl)cc2)c(=O)c2nn(-c3ccccc3)c(C)c12	-1	35	6	1	0	15	-12	1	9	2	3
C[C@H]1NC(=O)[C@@]2(C)[C@@H](c3ccccc3)[C@H]3COc4ccccc4[C@H]3N2C1=O	2	-2	17	12	-15	-1	-2	1	4	4	20
CC(=O)Nc1ccc(S(=O)(=O)N(C)CC(=O)N2CCN(C(=O)c3ccco3)CC2)cc1	/	1	-16	6	-10	-8	-19	3	13	4	10

Reprinted from the part before: 3 compounds, then new ones.
SMILES	NR2E3 ag-1	Peg3 prom inh	NR2E3 ag-2	CF NFkB block	KKLEB cytotox	TRPM1 prom inh	TROY signal inh	TRAIL sens C8	HIF-2a inh	Shn3 3UTR inh	TWEAK Fn14 block
Cc1nn(CCCC(=O)NCCc2ccc(Cl)cc2)c(=O)c2nn(-c3ccccc3)c(C)c12	-1	35	6	1	0	15	-12	1	9	2	3
C[C@H]1NC(=O)[C@@]2(C)[C@@H](c3ccccc3)[C@H]3COc4ccccc4[C@H]3N2C1=O	2	-2	17	12	-15	-1	-2	1	4	4	20
CC(=O)Nc1ccc(S(=O)(=O)N(C)CC(=O)N2CCN(C(=O)c3ccco3)CC2)cc1	/	1	-16	6	-10	-8	-19	3	13	4	10
COc1cc(C(=O)OCC(=O)c2c[nH]c3ccccc23)ccc1OCC(=O)N1CCOCC1	2	-4	6	-11	2	9	0	-16	-4	-8	5
O=c1c2cccc(Cl)c2nc2n1Cc1ccccc1-2	1	-234	-21	-35	2	-56	-47	4	-258	/	-30
Cc1ccc(C(=O)NCCCN2CCOCC2)c(C)c1	0	-20	-11	-4	9	-15	-11	14	-45	-28	-2
OC(CNCCc1ccc(Cl)cc1Cl)COc1ccccc1 (stereo not drawn)	1	24	-5	13	-9	0	-15	-10	15	2	-22
CCn1cc(C(=O)O)c(=O)c2cnc(N3CCN(C(=S)Nc4ccccc4Cl)CC3)nc21	1	15	0	3	8	14	23	6	20	-17	17
CCN(Cc1ccccc1)c1ccc(/C=N/NS(=O)(=O)c2ccc(C)c([N+](=O)[O-])c2)cc1	1	4	16	-16	10	0	-15	-2	16	2	-4
Cc1noc(C)c1COc1ccc(C(=O)NNC(=O)c2ccccc2F)cc1	2	13	-73	32	-23	-18	10	16	-13	11	30
O=C(O)/C=C\c1ccccc1Oc1ccc(F)cc1	3	2	2	19	0	3	5	15	12	-13	12
Cc1ccc(S(=O)(=O)N(C)C)cc1NC(=O)CN1CCCC1	1	-1	-21	0	13	-7	-1	0	16	-2	8
CN(C)NC(=O)c1cccc(Cl)c1	-2	8	-12	7	-47	/	-8	-2	10	-14	5
C[C@@H]1CN([C@@H](C)CO)C(=O)Cc2cc(NS(=O)(=O)c3cn(C)cn3)ccc2O[C@@H]1CN(C)C(=O)Nc1ccccc1	/	-3	8	-10	26	-2	-18	4	6	1	-1
C1=CC2=NC34CCCCC3CC3=C(CCCC3)N4C2=CC1=NC1CCCCC1 (stereo not drawn)	-2	22	6	17	0	14	-7	22	17	-18	23
O=C(c1ccco1)N1CCN(S(=O)(=O)c2ccc3c(c2)CCN3C(=O)C2CC2)CC1	1	13	22	11	-3	-5	7	6	10	7	-20
COC(=O)c1cc(N=C(N)N=C(N)N)cc(C(=O)OC)c1	0	-5	-19	-20	5	-13	-23	1	4	-4	-23
O=C(Nc1ccncc1)c1ccc(Cl)c(Cl)c1	3	-21	-2	-16	-2	-9	-4	2	-81	3	-5
C[C@]12CC[C@H](O)CC1=CCC1C2CC[C@@]2(C)C1CC[C@@H]2NCc1ccccc1 (stereo partly drawn)	/	12	13	-9	-4	/	10	-9	20	64	-7
O=C(CSc1nnc(Cc2cc(=O)[nH]c(=O)[nH]2)n1-c1ccccc1)N1CCCC1	4	3	-6	8	3	10	-11	-12	9	1	14
O=C(Nc1ccccc1C(=O)OC1CCOC1=O)c1ccco1 (stereo not drawn)	-2	6	-17	2	6	6	-9	8	10	-3	-5
O=C(O)c1cccc(C(=O)c2cccc3ccccc23)c1	2	7	5	2	-14	14	1	-11	19	7	6
Cn1cccc1CN1CCC[C@]2(N[C@H](c3ccccc3)[C@@H]3C(=O)N(Cc4ccccc4)C(=O)[C@@H]32)C1=O	/	-25	-17	20	3	/	-6	1	7	4	6
Cc1csc(N2CCN(c3cc4nc(-c5ccncc5)[nH]c4cc3Cl)CC2)n1	-1	-8	-33	3	-10	13	-1	4	3	6	-1
COc1ccc(C2CC(c3ccc(OC)cc3)n3nc(NC(=O)c4ccco4)nc3N2)cc1 (stereo not drawn)	2	6	-22	1	6	-1	2	-6	9	-19	-7
Cn1c(=O)n(CC#N)c2ccccc21	2	0	2	10	3	4	-4	-13	10	-7	-3
CC(=O)c1cccc(OCC(=O)Nc2cc(S(=O)(=O)N3CCOCC3)ccc2N2CCCC2)c1	4	3	4	-12	10	-1	-18	-25	7	8	8
CCc1ccc(NC(=O)CCC(=O)c2ccc(C)cc2)cc1	3	9	5	0	8	10	5	10	9	15	-16
CC1=C(C)CC(C(=O)Nc2nc(-c3ccc(C)cc3C)c(C)s2)C(C(=O)O)C1 (stereo not drawn)	3	5	29	3	11	-7	10	8	8	-4	-4
CCOc1ccc(OCCOCCN2CCc3ccccc3C2)cc1	1	3	27	-6	10	-9	0	1	2	64	4
C=COCCNC(=O)Nc1ccc(Cl)cc1Cl	1	5	-6	1	-11	7	-1	1	9	1	-13
O=C(COc1ccc([N+](=O)[O-])cc1Cl)NCC1CCCO1 (stereo not drawn)	4	-5	-9	-9	8	7	-10	0	11	5	16
COc1ccc(N2C(=O)CC(C#N)=C2N)cc1	5	-4	-11	3	13	12	-4	-4	2	-2	13
O=C(NCCN1CCOCC1)Nc1ccc(Cl)cc1Cl	-1	-6	6	-7	-1	-15	-23	-3	-57	-1	14
CCN(CC(=O)NCc1ccc(Cl)cc1)Cc1cc(=O)n2ccsc2n1	-1	31	-10	6	-8	11	0	-8	19	11	0
Cc1ccc(NC(=O)C2C3/C=C\CCCCC32)cc1C (stereo not drawn)	-3	-98	-55	-1	7	-62	-49	10	-158	-34	-19
CN1CCC(N(C)C(=S)Nc2ccc(F)cc2)CC1	-2	6	28	11	1	17	16	0	6	22	7
Cc1cccc(C)c1N1CCN(c2ccc3nnc(C(F)(F)F)n3n2)CC1	-3	2	5	-23	-8	-10	-10	14	-20	-1	-19
CC1CCCCN1CC(=O)NCc1ccc2c(c1)OCO2 (stereo not drawn)	1	11	16	-1	-4	6	-4	6	3	17	-27
O=C(N/C(=C\c1cccc([N+](=O)[O-])c1)C(=O)N(CCO)CCO)c1ccco1	1	3	30	0	8	16	-27	-4	3	-8	0
CCOc1ncccc1C(=O)NNC(=O)c1cccc(S(=O)(=O)N2CCOCC2)c1	/	13	-3	-19	3	0	12	-2	9	-12	97*
COc1ccc(CNc2cccc(F)c2)cc1Br	0	-51	-29	-29	3	-7	-17	-5	-103	-20	-14
Cc1csc(NC(=O)c2ccccc2O)n1	-1	-126	-60	-6	1	-31	-70	-1	-90	-14	-6
CCc1nnc(NC(=O)CCC(=O)N2CCN(c3cc(C)ccc3C)CC2)s1	4	-7	0	-18	15	-8	-9	-2	7	14	10
COc1cc(C(=O)NC(C)c2ccccc2)ccc1OCC(=O)N1CCOCC1 (stereo not drawn)	6	-9	-1	-13	7	/	14	-6	16	-8	1
C[C@@H]1C=C(C(=O)N2CCN(Cc3ccccc3)CC2)O[C@H](OCc2ccc(CO)cc2)C1	-3	12	12	-42	5	-1	-1	-14	3	6	-16
N#Cc1c(F)cccc1N1CCC(C#N)CC1	1	26	-3	4	2	17	-21	-2	23	7	-12
Cc1cc(C(=O)CN2C(=O)C(=O)N(Cc3ccco3)C2=O)c(C)n1CCc1ccc(F)cc1	2	-21	-21	15	-15	6	0	2	-3	-4	6
NS(=O)(=O)c1ccc(CCNC(=O)c2cccc([N+](=O)[O-])c2)cc1	2	14	-11	7	4	-3	-3	-1	9	-1	1
